Screens as filed in PubChem BioAssay.
GPR151 ag = human GPR151 activation. activation, % at 11.2 µM. AID 1508602. 1% of 650,000 active. Q8TDV0. PathHunter beta-arrestin GPR151 cells, luminescence; in the data active = activation above about 4.9%;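 also: 0% = median of compound wells and 100% = cells with positive control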
Target sequence (Q8TDV0 whole entry, looked up): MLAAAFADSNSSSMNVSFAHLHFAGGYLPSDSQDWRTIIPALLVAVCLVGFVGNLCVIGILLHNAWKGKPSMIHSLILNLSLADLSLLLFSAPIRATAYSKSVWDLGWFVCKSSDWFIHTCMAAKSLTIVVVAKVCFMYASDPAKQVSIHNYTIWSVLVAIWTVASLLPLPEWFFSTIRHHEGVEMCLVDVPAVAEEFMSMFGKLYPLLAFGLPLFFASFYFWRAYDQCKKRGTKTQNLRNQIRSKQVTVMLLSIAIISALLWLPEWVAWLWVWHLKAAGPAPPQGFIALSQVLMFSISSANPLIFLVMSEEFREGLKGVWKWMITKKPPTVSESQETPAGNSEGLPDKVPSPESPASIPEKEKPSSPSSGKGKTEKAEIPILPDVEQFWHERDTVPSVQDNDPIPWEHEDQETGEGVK
TEAD-YAP block = TEAD-YAP interaction inhibition; HEK-TIYL cells, TEAD-Gal4/YAP UAS-luciferase luminescence; AID 1259422; 1.4% of 640,000 active; inhibition, % at 9.12 µM; in the data active = inhibition above about 32%;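 also: 0% = median of test compound wells and 100% = reference inhibitor wells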
MITF inh = inhibitors of human MITF; inhibition, % at 2.6 µM; O75030; AlphaScreen MITF homodimerization, bead proximity signal; AID 1259374; 0.91% of 650,000 active; in the data active = inhibition above about 50%;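 also: 0% = vehicle wells with protein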
Target sequence (O75030 whole entry, looked up): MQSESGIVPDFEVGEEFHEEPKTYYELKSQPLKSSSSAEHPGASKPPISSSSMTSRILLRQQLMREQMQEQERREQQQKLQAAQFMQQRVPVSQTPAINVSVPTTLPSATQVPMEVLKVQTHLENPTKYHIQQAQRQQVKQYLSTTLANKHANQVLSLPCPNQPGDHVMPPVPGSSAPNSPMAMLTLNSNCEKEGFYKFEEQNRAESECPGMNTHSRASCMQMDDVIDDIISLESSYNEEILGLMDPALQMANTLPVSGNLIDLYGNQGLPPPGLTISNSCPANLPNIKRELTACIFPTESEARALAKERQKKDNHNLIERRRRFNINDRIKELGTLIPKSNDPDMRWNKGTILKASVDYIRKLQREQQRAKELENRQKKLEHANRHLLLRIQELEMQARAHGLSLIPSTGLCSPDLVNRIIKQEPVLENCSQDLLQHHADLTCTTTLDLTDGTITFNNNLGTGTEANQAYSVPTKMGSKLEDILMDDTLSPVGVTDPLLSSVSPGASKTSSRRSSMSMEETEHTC
FBW7 act = activators of human E3 ligase FBW7; 0.13% of 650,000 active; Q969H0; AID 1259310; AlphaScreen FBW7–phospho-cyclin E peptide binding, activator screen; normalized activity (activation), % at 26.1 µM; in the data active = normalized activity above about 1.9%;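 also: purified mutant Fbw7 with reduced substrate affinity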
* marks the source's active call; other numbers are inactive results.

Sequence of screens – MITF inh, TEAD-YAP block, GPR151 ag, FBW7 act
> CC1CCc2c(sc(NC(=O)/C=C/c3ccc(F)cc3)c2C#N)C1 (configuration not stated)
 : -1, -4, 0.7, -0.2
> CCOC(=O)C1=C(C)N(CC)C(=O)NC1c1ccccc1[N+](=O)[O-] (configuration not stated)
 : -16, 12, -1.8, -0.1
> CCN(Cc1nnc(-c2ccccc2C)o1)c1ccccc1
 : -2, -15, 0.0, 0.0
> COc1cc(Br)ccc1NC(=O)CN1CCN(C)CC1
 : -2, -5, 0.2, 0.0
> N/C(=N\OC(=O)c1ccc(F)cc1)c1ccc([N+](=O)[O-])cc1
 : 4, -16, 2.1, 0.9
> CC(C)c1ccc(NC(=O)CCCN2C(=S)NC(C)(C)CC2C)cc1 (configuration not stated)
 : 8, -4, -1.5, -0.2
> CCCOC(=O)c1ccc(NC(=O)COc2ccc(C(C)(C)CC(C)(C)C)cc2)cc1
 : 15, 11, -1.9, 0.1
> COc1ccc(-c2nnc(NC(=O)c3ccc(S(=O)(=O)N(CC(C)C)CC(C)C)cc3)o2)cc1
 : -10, -2, -0.9, 0.1
> O=C(O)CCC(=O)NC1CCCCC1NC(=O)CCC(=O)O (configuration not stated)
 : 13, -4, -1.0, -0.1
> O=C(O)CC(CCc1ccccc1)CC(=O)O
 : 61*, 18, 0.1, 0.4
> Cc1[nH]c2ccc(-c3nnc(SCC(=O)Nc4cccc([N+](=O)[O-])c4)n3Cc3ccccc3)cc2c1C
 : -6, 1, 0.0, 0.0
> CC1CCN(C(=S)c2ccc(O)cc2)CC1
 : -3, -6, -1.3, 0.7
> COC(=O)C1=C(C)N(C)C(=O)NC1c1cc(O)ccc1Br (configuration not stated)
 : -10, -5, -1.7, -0.3
> CC#CC(=O)N1CCC2(CC1)c1ccccc1[C@@H](NC(C)=O)[C@@H]2OCc1ccccn1
 : 2, 6, 1.2, -0.2
> CC(=O)N1CCC2(CC1)OCc1cc(-c3ccc(N(C)C)cc3)ccc1O2
 : 18, -29, 0.3, -0.5
> Cc1cc(CNc2nc3nonc3nc2N(C)C)nn1C
 : 10, 11, 2.0, -0.1
> O=S(=O)(Nc1nc2ccc(S(=O)(=O)N3CCCCC3)cc2s1)c1ccccc1
 : 19, 3, 5.3*, 0.1
> COCCn1c(SCc2cccc(Cl)c2)nc2c([nH]c3ccccc32)c1=O
 : 1, -1, 11*, -0.2
> Cn1c(=O)c2c(ncn2CC(=O)NC(=O)NC(C)(C)C)n(C)c1=O
 : 8, 0, -1.1, 0.9
> O=C(CCS(=O)(=O)c1cccc2nonc12)N1CCOCC1
 : 3, -5, -0.3, -0.1
> Cc1ccc(C(C)C)c(OCC(=O)N/N=C/c2ccc([N+](=O)[O-])o2)c1
 : 8, 7, 1.0, 0.2
> CCCN1CCN(C(c2cc3c(C)cc(C)cc3[nH]c2=O)c2nnnn2CCOC)CC1 (configuration not stated)
 : 11, -3, -1.0, -0.1
> NC(=O)c1c(NC(=O)COc2ccc(F)cc2F)sc2c1CCCC2
 : 2, -8, 2.1, -0.2
> CCc1ccccc1N(CC(=O)Nc1cc(Cl)ccc1OC)S(C)(=O)=O
 : 12, 9, -1.0, 0.4
> COc1ccc(-n2c(SCC(=O)NC3CCCC3)nc3ccsc3c2=O)cc1
 : -6, 4, -1.3, 0.1
> CCCC(=O)NC(NC(=S)Nc1cccc(C(=O)O)c1)C(Cl)(Cl)Cl (configuration not stated)
 : 7, -1, 0.3, 0.0
> COc1ccc(-n2nnnc2CN2CCOCC2)cc1
 : -9, -19, 0.3, -0.4
> COc1cc(C2C3=C(CC(c4ccccc4)CC3=O)Nc3ccccc3N2C(=O)C(C)C)cc(OC)c1OC (configuration not stated)
 : 4, -6, 1.3, -0.1
> CCOC(=O)c1c(C)n(C)c2c1cc(OCC)c1ccccc12
 : -18, -2, 2.5, 0.0
> CSC1=NCCN1C(=O)c1cccs1
 : -8, 1, -1.2, 0.0

Some of the entries so far, with tabs.
SMILES	MITF inh	TEAD-YAP block	GPR151 ag	FBW7 act
O=C(CCS(=O)(=O)c1cccc2nonc12)N1CCOCC1	3	-5	-0.3	-0.1
Cc1ccc(C(C)C)c(OCC(=O)N/N=C/c2ccc([N+](=O)[O-])o2)c1	8	7	1.0	0.2

The main list resumes; the three compounds before the break are reprinted first.
Sequence of screens – MITF inh, TEAD-YAP block, GPR151 ag, FBW7 act
> COc1cc(C2C3=C(CC(c4ccccc4)CC3=O)Nc3ccccc3N2C(=O)C(C)C)cc(OC)c1OC (configuration not stated)
 : 4, -6, 1.3, -0.1
> CCOC(=O)c1c(C)n(C)c2c1cc(OCC)c1ccccc12
 : -18, -2, 2.5, 0.0
> CSC1=NCCN1C(=O)c1cccs1
 : -8, 1, -1.2, 0.0
> Cc1nc2sc(C)c(C)n2c(=O)c1NC(=O)c1ccccn1
 : -2, -47, 0.2, -0.3
> Cc1ccc(Nc2nc(N3CCOCC3)c3ccccc3n2)cc1
 : -7, -2, -0.4, -0.2
> Cn1cc(S(=O)(=O)Oc2ccc(F)cc2)c(=O)n(C)c1=O
 : 3, 2, -0.1, -0.1
> CSc1cccc(NS(=O)(=O)c2ccc3c(c2)OCC(=O)N3)c1
 : 16, 10, -0.2, 0.1
> CCO/C(=C\c1sc2ccc(OC)cc2[n+]1CCCS(=O)(=O)O)CC
 : -16, 1, -0.5, -0.6
> COc1ccc(C(CNC(=O)c2c(F)cccc2F)N2CCN(C)CC2)cc1 (configuration not stated)
 : 15, 11, -0.6, 0.1
> CC(=O)C1=C(O)C(=O)N(Cc2cccnc2)C1c1ccc(Cl)cc1Cl (configuration not stated)
 : -2, 4, -0.2, -0.2
> CCn1cc(CN(C)C(=S)Nc2ccc([N+](=O)[O-])cc2)c(C)n1
 : -7, -5, -1.0, -0.2
> CCN1CCN(C(=O)CC[C@H]2CN(Cc3cccnc3)CC[C@H]2N2CCCC2)CC1
 : -4, 7, -1.2, 0.2
> COc1ccc(N=C2NN=C(c3ccccc3)CS2)cc1
 : -1, -45, 1.2, -0.1
> O=C(CSCc1ccccc1)NCCc1ccsc1
 : 4, -16, 4.3, 0.0
> CN(C)c1ccc(NC(=O)c2ccccc2Cl)cc1
 : 12, -42, -0.4, -0.1
> Cc1cccc(Nc2ccc3c(cnn3-c3cccc(C(=O)NCCN4CCN(C(C)C)CC4)c3)c2)c1Cl
 : -3, 1, 0.8, -0.2
> CCOC(=O)CC(=O)c1sc2c(c1N)c(=O)[nH]c(=O)n2-c1ccccc1C
 : 2, 6, -0.2, 0.0
> CC(C)(C)NCCCOc1ccc(Br)cc1Cl
 : -5, -3, -1.4, -0.1
> CCc1cc(CNC(=O)CC2C(=O)NCCN2Cc2ccc(-c3ccccc3)cc2)on1 (configuration not stated)
 : 1, 2, -1.4, 0.1
> CCn1c(SCC(=O)Nc2cc(C)on2)nnc1-c1cccs1
 : 2, 1, 0.7, 0.1
> CCc1nnc(NC(=O)c2ccccc2C(=O)O)s1
 : 4, 3, -0.7, 0.0
> Cn1c(NC(=O)c2ccc(Br)cc2)cc(=O)n(C)c1=O
 : 17, 3, -0.8, 0.1
> Cc1ccc(C(=O)NC2CCCc3ccccc32)o1 (configuration not stated)
 : 10, 11, 0.5, 0.1
> CS(=O)(=O)Nc1cccc(-c2cnc3ccc(NCc4cccs4)nn23)c1
 : -12, 19, -0.4, -0.1
> CC(C)CNC(=O)CNC(=O)c1ccc(F)cc1
 : 11, -3, -2.0, 0.2
> COc1ccc2nc(NC(=O)COc3ccccc3Cl)oc2c1
 : -7, -12, 0.0, -0.1
> CC1CCN(C(=O)C2CCCCC2C(=O)O)CC1 (configuration not stated)
 : 23, 14, 2.4, 0.5
> CCCS(=O)(=O)N1CCN(c2ccc(OC)cc2)CC1
 : 5, 5, -0.8, -0.2
> CC(=O)Nc1ccc(Nc2ncnc3c2c(-c2ccccc2)cn3-c2ccc(F)cc2)cc1
 : 3, -17, -0.1, 0.1
> COC(=O)C1C(c2ccccc2)NC(=O)N(C)C1(O)C(F)(F)Cl (configuration not stated)
 : 2, 6, -1.5, 0.3
> O=Cc1ccc(-c2ccc(NCCc3ccccn3)nc2)cc1
 : 5, -48, -0.8, -0.1
> C=CCn1c(=NC(=O)CSCC(=O)N2CCOCC2)sc2cc(C)ccc21
 : 8, 2, -0.4, -0.4
> N#CCCn1ncn(-c2ccccn2)c1=S
 : 21, -15, -2.3, 0.2

Some values from the results shown:
`Cc1[nH]c2ccc(-c3nnc(SCC(=O)Nc4cccc([N+](=O)[O-])c4)n3Cc3ccccc3)cc2c1C` in GPR151 ag has 0.0
`COc1ccc(-n2nnnc2CN2CCOCC2)cc1` in MITF inh has -9
`O=Cc1ccc(-c2ccc(NCCc3ccccn3)nc2)cc1` in TEAD-YAP block has -48

New compounds follow.
Sequence of screens – MITF inh, TEAD-YAP block, GPR151 ag, FBW7 act
> O=C(Cc1ccc(Br)cc1)N1CCc2ccccc2C1
 : -1, -48, 3.5, 0.2
> O=C1N(c2ccccc2)C[C@@H]2C[C@@H](c3ccccc3F)N3CCC[C@@]123
 : -8, -11, 0.4, -0.1
> COC(C(=O)N1CCCC(c2[nH]ncc2-c2ccccc2)C1)c1ccccc1 (configuration not stated)
 : 10, -1, 0.5, 0.2
> CCOc1ccccc1NC(=O)c1c(NC(=O)c2cc([N+](=O)[O-])ccc2Cl)sc2c1CCCCC2
 : 12, -9, -1.7, -0.1
> CN1CCN(c2ccc(-c3nc4ccc(C(N)=O)cc4s3)cc2)CC1
 : -1, 44*, -0.1, 0.4
> CCCCN(CC)C(=O)/C=C/c1cc(OC)c(OC)c(OC)c1
 : -7, -3, 5.0*, 0.0
> CN(C)C(CNc1nccnc1-c1ccncc1)c1cccnc1 (configuration not stated)
 : 17, -4, -0.6, -0.1
> CCc1cccc(C)c1NC(=O)COc1ccc(Cl)cc1
 : 3, 4, 1.5, 0.0
> CCCN(CCC)c1ccc(C2NC(=O)c3c(sc4c3CCN(C)C4)N2)cc1 (configuration not stated)
 : 11, 17, -0.6, 0.1
> c1ccc(COc2ccc(Oc3nc(-c4ccccc4)nc4ccccc34)cc2)cc1
 : 13, 7, 0.6, 0.0
> CCOC(=O)c1ccc(N=c2oc3ccc(OC)cc3cc2C(N)=O)cc1
 : 13, -2, 1.4, 0.0
> Cc1ccc2c(c1)nnn2C1CCN(C(=O)Nc2ccccc2C)CC1
 : 2, 14, -0.5, 0.0
> NC(=O)C1(N2CCN(C3(C(N)=O)CCCCC3)CC2)CCCCC1
 : 6, 13, -1.6, 0.5
> CCc1ccc(OCCCC(=O)Oc2ccc3c4c(c(=O)oc3c2)CCC4)cc1
 : -1, -2, -0.9, -0.3
> Cc1ccc(NC(=O)C(=O)NCCc2ccc(S(N)(=O)=O)cc2)cc1C
 : 15, 4, 0.5, 0.7
> Cc1cc([N+](=O)[O-])ccc1NC(=O)CC1Sc2ccccc2NC1=O (configuration not stated)
 : 0, -1, 1.1, 0.2
> COc1cc(NC(=O)Nc2nnc(N3CCCCC3)s2)cc(OC)c1
 : -4, -2, 5.3*, -0.1
> C=CCC1(CC=C)CCCN1C(=O)CC1C(=O)NCCN1Cc1ccc(OCC)cc1 (configuration not stated)
 : 2, 2, -1.4, 0.2
> C/C(CCc1ccccc1)=N\Nc1ccc([N+](=O)[O-])cc1
 : 7, -2, 0.6, -0.1
> CCCCCCNC(=O)c1c[nH]c2ccc(S(=O)(=O)N(C)c3ccc(F)cc3)cc2c1=O
 : 8, -15, -0.5, 0.2
> O=S(=O)(c1ccc2ccccc2c1)N1CCOCC1
 : 11, -13, -1.0, 0.1
> CN(C)CC(O)CN(c1ccccc1)S(=O)(=O)c1ccc2ccccc2c1 (configuration not stated)
 : 20, 6, 0.2, -0.1
> O=C(NCCc1ccccn1)C1CC12CCN(Cc1nc(-c3ccccc3)cs1)CC2 (configuration not stated)
 : 5, -3, 0.5, 0.0
> Cc1ccc(CN[C@H]2C[C@H]3C(=O)N[C@H](C(C)C)C(=O)N3C2)cc1C
 : -4, -4, 0.6, -0.3
> O=C(CN1Cc2ccccc2OC(c2ccsc2)C1)N1CCC(O)(c2ccccn2)CC1 (configuration not stated)
 : 0, -4, -0.1, 0.1
> Cc1cccc(N2C(=O)[C@@H]3C[C@H]2CN3C(=O)Cc2ccccc2F)c1
 : 12, -7, -0.2, 0.1
> CCOCCCNC(=O)C(NC(=O)Cc1cccs1)c1ccc(C)cc1 (configuration not stated)
 : -4, -3, -0.2, 0.0
> O=C1N(c2ccc(Cl)cc2)C2CS(=O)(=O)CC2N1c1cccc(Cl)c1 (configuration not stated)
 : 17, 1, -0.8, 0.7
> CN(C)c1ccc(NC(=O)CN2CCC(C(N)=O)CC2)cc1
 : 6, 3, -1.2, 0.1
> O=c1c2ccccc2nnn1C1CCN(S(=O)(=O)C2CCS(=O)(=O)C2)CC1 (configuration not stated)
 : 2, 6, 1.9, -0.1
> Cc1ccc(C(=O)NCc2ccccc2)cc1
 : -3, -18, -0.4, 0.0
> CCc1cc2c(cc3c(=O)n(CC(=O)NCC4CCCN4CC)ncn32)s1 (configuration not stated)
 : 12, 0, 0.5, 0.0
> COc1ccc(C2CC(=O)C3=C(C2)Nc2ccccc2NC3c2c(F)cccc2F)cc1 (configuration not stated)
 : 4, -3, -0.3, -0.1
